Bioassay records (PubChem BioAssay)
hcGAS lum: inhibitors of human cGAS; Q8N884; recombinant h-cGAS, ATP depletion, Kinase-Glo luminescence; inhibition, % at 12.5 µM; actives 0.081% (n = 290,000); AID 1259398;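 also: 0% = vehicle reaction and 100% = reaction without DNA for no activity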
Target sequence (Q8N884 whole entry, looked up): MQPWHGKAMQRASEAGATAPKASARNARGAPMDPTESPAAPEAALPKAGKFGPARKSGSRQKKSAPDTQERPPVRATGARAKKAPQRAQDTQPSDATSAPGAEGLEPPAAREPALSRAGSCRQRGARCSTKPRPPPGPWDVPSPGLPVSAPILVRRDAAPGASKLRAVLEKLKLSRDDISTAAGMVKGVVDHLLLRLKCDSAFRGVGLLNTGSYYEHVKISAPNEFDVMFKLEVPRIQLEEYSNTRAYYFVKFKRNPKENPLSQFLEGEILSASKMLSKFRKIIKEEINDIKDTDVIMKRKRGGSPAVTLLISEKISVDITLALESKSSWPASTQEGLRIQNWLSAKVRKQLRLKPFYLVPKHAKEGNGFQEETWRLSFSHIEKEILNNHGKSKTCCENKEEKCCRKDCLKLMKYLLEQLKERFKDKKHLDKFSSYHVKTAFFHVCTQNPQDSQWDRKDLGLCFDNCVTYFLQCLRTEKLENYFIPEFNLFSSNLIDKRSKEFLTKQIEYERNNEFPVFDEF
mcGAS inh: mouse cGAS inhibition by luminescence; actives 0.15% (n = 160,000); inhibition, % at 12.5 µM; recombinant cGAS, Kinase-Glo ATP depletion luminescence; Q8C6L5;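 also: 0% = negative control wells and 100% = reference inhibitor with no enzyme activity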
NPYLR7 ag: mosquito NPYLR7 agonism. activation, % at 10 µM. HEK293T NPYLR7/Galpha15, GCaMP6s calcium fluorescence. actives 0.15% (n = 270,000); in the data active = activation above about 40%;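 also: 0% = vehicle and 100% = reference agonist at the receptor; some compounds past the cut are filed as inactive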
An asterisk follows results filed as active; . = no result given; & = joins results of further samples. Rule as the data show it, unless noted: active = inhibition above about 40%; inactive = the rest.

SMILES | hcGAS lum | mcGAS inh | NPYLR7 ag
Cc1nc(CN2CCN(c3ncnc4ccccc34)CC2)c2ccccn12 | -6.3 | . | 0.4
CCc1nc2c(OCC(=O)c3ccc(Cl)cc3Cl)cccn2c1N(C=O)Cc1ccccc1 | -4.7 | -6.8 | -3.7
C=CCn1c(=NC(=O)c2coc3ccccc3c2=O)sc2cc(OC)c(OC)cc21 | -5.9 | -9.0 | 3.9
O=C(COc1cccc2ccccc12)NN=Cc1ccccc1[N+](=O)[O-] | -9.7 | . | 3.4
CCC1CCC2(CC1)NN=C(c1ccc(C)cc1)S2 (stereo not given) | -3.7 | . | 1.3
CCC(NC(=O)C1CCOCC1)c1nc(C)c(C)s1 (stereo not given) | -0.6 | -1.6 | .
Cc1noc(C)c1CC1(C)C(=O)Nc2ccc(-c3cccc(C(F)(F)F)c3)cc21 (stereo not given) | 1.9 | -0.1 | 1.2
CCCS(=O)(=O)N1CCN=C1SCc1cc(C)ccc1C | -8.4 | -7.0 | 8.9
Cc1nc(NCCOc2c(C)cccc2Cl)c2cnn(C)c2n1 | -3.8 | . | 23.4
CNC(=O)c1cccc(-c2ccc3nnc(-c4ccc(OCCCN(C)C)cc4)n3c2)c1 | -5.3 | -6.9 | 9.0
O=C(NC1CCCCC1C(F)(F)F)c1ccc(F)cc1Br (stereo not given) | -1.4 | -19.8 | 2.1
O=C1c2ccc(-c3nc4ccccc4c(=O)o3)cc2C(=O)N1c1nc2ccccc2s1 | 33.3 | 44.7* | -8.5
COCCN(Cc1ccc(OC)cc1)c1c(C)nc2ccc(C(=O)Nc3ccc(NC(C)=O)cc3)cn12 | -7.4 | -2.2 | -2.9
CCN(C(C)=O)C1CCN(Cc2cc3n(n2)CCNC3)C1 (stereo not given) | 0.5 | . | 16.1
COc1ncc(CN2CCc3onc(-c4cccc5ccccc45)c3C2)cn1 | -3.8 | -5.9 | 3.6
Cc1cc(C)c(S(=O)(=O)NCCCC(=O)O)cc1N(C)S(=O)(=O)c1ccc(F)cc1 | -6.5 | -10.7 | -11.2
O=C(c1nc2sccn2c1CN1CCCC1c1ccc(F)cc1)N1CCCCCCC1 (stereo not given) | -9.3 | . | 5.7
Cc1c(NC(=S)NC(=O)C(C)(C)C)c(=O)n(-c2ccccc2)n1C | -3.5 | -9.4 | 6.7
CCc1nc2ccc(C(=O)N3CCN(C)CC3)cn2c1N(C)Cc1cc2ccccc2s1 | -3.6 | -5.0 | 8.3
CCCOC(=O)C1=C(C)NC2=C(C(=O)CC(c3ccccc3)C2)C1c1cccc(O)c1 (stereo not given) | -6.5 | -4.2 | 7.4

Reformatted as labelled records: 4 of the compounds above.
Cc1cc(C)c(S(=O)(=O)NCCCC(=O)O)cc1N(C)S(=O)(=O)c1ccc(F)cc1
  hcGAS lum: -6.5; mcGAS inh: -10.7; NPYLR7 ag: -11.2

O=C(c1nc2sccn2c1CN1CCCC1c1ccc(F)cc1)N1CCCCCCC1 (stereo not given)
  hcGAS lum: -9.3; mcGAS inh: .; NPYLR7 ag: 5.7

Cc1c(NC(=S)NC(=O)C(C)(C)C)c(=O)n(-c2ccccc2)n1C
  hcGAS lum: -3.5; mcGAS inh: -9.4; NPYLR7 ag: 6.7

CCc1nc2ccc(C(=O)N3CCN(C)CC3)cn2c1N(C)Cc1cc2ccccc2s1
  hcGAS lum: -3.6; mcGAS inh: -5.0; NPYLR7 ag: 8.3

Continuation.
SMILES | hcGAS lum | mcGAS inh | NPYLR7 ag
CCOC(=O)c1sc2nc(C)nc(SCC(=O)OC)c2c1C | -0.6 | . | -0.3
CCOC(=O)c1cc(-c2ccccc2)nc2[nH]c(=O)c3ccccc3c12 | -1.8 | . | 5.2
CCCCOc1ccc(C(=O)Nc2ccc(-n3nc(OCCOCC)nc3-c3cccc(C(F)(F)F)c3)cc2)cc1 | -4.4 | -7.9 | .
O=C(NCc1nnnn1-c1ccc(Cl)cc1)c1ccc(Br)o1 | -2.7 | -6.3 | 3.7
CC1CCc2c(C(=O)O)csc2C1 (stereo not given) | -4.4 | . | -4.2
CC(C)(C)c1cc(Oc2cccc(Cl)c2)nc(SCc2cccc(Cl)c2)n1 | 0.4 | 0.5 | 2.4
CCOC(=O)CN1C(=O)C2CC=C(Cl)CC2C1=O (stereo not given) | -6.7 | -2.2 | 14.7
COc1ccc(C(=O)O)cc1N1C(=O)C2CC=CCC2C1=O (stereo not given) | -2.1 | -3.3 | 15.0
O=C(CSc1nnc(-c2cccs2)n1C1CC1)NCC1CCCO1 (stereo not given) | -3.9 | -5.2 | 9.2
COCCN(CC(O)Cn1c2ccccc2c2ccccc21)S(C)(=O)=O (stereo not given) | -6.5 | . | -3.2
Cc1cc(OCC(=O)NNC(=O)c2ccc(C(C)(C)C)cc2)cc(C)c1Cl | -5.8 | . | 1.4
Clc1ccc(-c2cc3c(nn2)Nc2ccccc2N3)cc1 | -1.4 | . | -2.5
O=C(NNC(=O)C1CC1c1ccccc1F)c1ccccn1 (stereo not given) | -5.2 | . | 9.1
COCCn1cc(C(=O)N2CCN(C(=O)CC3CCCC3)CC2)c2nn(-c3ccccc3)c(=O)c-2c1 | -11.7 | -10.2 | 0.5
O=C(NCc1ccccc1)N1CCN(c2ccc3nnc(C4CC4)n3n2)CC1 | -7.5 | -10.7 | 0.4
CC12CCC(C(=O)O)(CC1OC(=O)C(Cl)(Cl)Cl)C2(C)C (stereo not given) | -7.2 | . | -2.0
CCC(C)NC(=O)CC1CSc2nc(C)cc(=O)n21 (stereo not given) | -3.8 | . | -1.1
O=S(=O)(NC[C@@H]1[C@H](O)[C@@H]2O[C@H]1c1ccccc12)c1ccccc1 | -1.8 | -8.3 | 16.6
CCOC(=O)C1CCN(C(=O)C2COC3(CCN(C(=O)c4ccc(OC)cc4)CC3)N2C(=O)c2ccc(OC)cc2)CC1 (stereo not given) | -7.4 | -9.8 | 4.0
Cc1cnc(N(C)CCCc2cnn(C)c2)nc1N(C)C | -1.4 | . | -2.0
CC(C)(C)c1ccc(-c2ccnc(N3CCN(S(=O)(=O)c4cccc(F)c4)CC3)n2)cc1 | -8.0 | -7.5 | 9.1
Cc1cc(F)ccc1NC(=O)CCNC(=O)c1cnn2c1CCCC2 | -3.2 | . | 6.0
O=C(Cc1ccccc1)Oc1coc(CSc2ncccn2)cc1=O | -4.9 | 20.3 | -13.0
O=S(=O)(c1cccc(C(F)(F)F)c1)N1CCN(C(c2ccc(F)cc2)c2ccc(F)cc2)CC1 | -7.8 | -8.4 | 2.5
CN1CCN(CC(NCc2cccc(O)c2)c2ccccc2)CC1 (stereo not given) | -7.5 | . | 5.5
O=C(CC1CSc2nccc(=O)n21)NCc1ccco1 (stereo not given) | -1.3 | . | -1.7
COc1cc(Cl)cc(C(=O)N2CCCC(N(C)C)CC2)c1 (stereo not given) | -2.9 | -11.5 | 6.6
Cc1c(CNC2CCN(Cc3cccc(C(F)(F)F)c3)CC2)cc(C#N)n1C | 0.4 | . | -1.8
COc1ccc2c(c1OC)C(=O)OC2Nc1nc(-c2ccccc2)cs1 (stereo not given) | -10.1 | . | 6.0
CC1=CC(=NNc2nc3ccccc3s2)CC1 | 0.0 | . | 4.4
Cc1nc(SCc2ccc(C(=O)O)cc2)nc(N2CCN(Cc3ccccc3)CC2)c1C | -3.7 | -5.0 | 7.6
NNc1nc(-c2ccccc2)c2cc(Cl)ccc2n1 | -3.8 | . | -2.9
CCC(C)N=C1SCC(C23CC4CC(CC(C4)C2)C3)=NN1C (stereo not given) | 0.0 | . | -0.5
Cc1ccc(NCN2C(=O)c3ccccc3C2=O)c(Br)c1 | -2.5 | -4.2 | 0.5
O=C(Cn1c(=O)n(-c2ccc(F)cc2)c(=O)c2ccccc21)NCc1cccc(C(F)(F)F)c1 | -0.3 | -4.8 | 3.3
O=C(CCc1ccco1)N1CCc2c([nH]c3ccccc23)C1C1CCCCC1 (stereo not given) | -3.2 | -3.3 | -7.9
Fc1ccc(-c2n[nH]c(=S)n2CC2CCCO2)cc1 (stereo not given) | -8.6 | . | 2.1
O=C1CCC2(CCNCC2)CN1CCCc1ncc[nH]1 | -15.4 | -5.0 | .
O=C(c1ccc(Cl)cc1)N(Cc1ccco1)Cc1c(-c2ccc(F)cc2)noc1N1CCOCC1 | 2.6 | -3.5 | -2.6
CN1CC2(CCCN(C(=O)CN3CCOc4ccccc4C3)C2)OC1=O (stereo not given) | -4.6 | . | 5.8
Cc1ccc(C(=O)Oc2cccc(-c3nc4cc(C)ccn4c3NC(C)(C)CC(C)(C)C)c2)cc1 | 2.9 | -6.7 | 7.5
Cc1nc(CN2CCN(C(=O)c3cccc(NCc4cccs4)c3)CC2)no1 | -4.4 | -12.7 | -3.4
CCOC(=O)C1(CC2CC2)CCN(C(=O)c2cccc(-c3ccc(C)o3)c2)CC1 | 2.2&-1.7 | -4.2 | -2.8&13.8
O=C(NCc1ccco1)c1csc(CSc2nnc(-c3ccco3)n2-c2ccccc2Cl)n1 | -12.4 | -9.7 | .
CCOC(=O)c1c(SCC(=O)NCc2ccc(C)cc2)nc(=O)[nH]c1C | -12.2 | -9.1 | 7.8
Cn1c2ccccc2c2nnc(SCc3ccccc3)nc21 | -4.3 | . | -0.2
O=c1[nH]c(SCc2ccc(F)cc2)nc2c1cnn2CCO | -7.4 | . | 7.6
Cc1ccc(N2C(=O)C3C(c4ccccc4)NN(Cc4ccccc4)C3C2=O)cc1 (stereo not given) | -8.2 | -7.4 | 10.4
Cc1cccc(CNC(=O)N2CCC3(CCNCC3)C2)c1 | -5.6 | . | 7.4
Cc1ccc2cc(C3(O)CCN(C(=O)[C@H]4CCCN4)CC3)ccc2n1 | -4.4 | . | -2.6
CCCN(CC#Cc1ccccc1)C(=O)c1cnc2ccccn12 | -4.4 | -10.4 | -5.8
O=C(CCn1cnc2ccccc21)N1C[C@H](O)[C@@H](N2CCOCC2)C1 | -8.0 | . | 7.0
O=C(C1CCOCC1)N1CCOC(CCCc2ccccc2)C1 (stereo not given) | -7.1 | . | 8.8
CN(c1ccccc1)N1CC(C(=O)NCCNc2cccc3ccccc23)CC1=O (stereo not given) | -7.6 | -5.8 | -8.6
CC(=O)Nc1ccc(OS(=O)(=O)c2cc(F)ccc2F)cc1 | -10.1 | . | -4.0
CC(=O)NC(C)(c1ccccc1)c1nc(-c2cccc3cccnc23)cs1 (stereo not given) | -12.0 | . | 4.5
Cc1nc(NCCNC(=O)c2ccncc2)cc(C(C)C)n1 | 5.8 | . | 3.5
CC(=O)c1ccc(N=Cc2nc(-c3ccc([N+](=O)[O-])cc3)oc2O)cc1 | -6.8 | . | -5.0
O=C(CCc1ccc(S(=O)(=O)N2CCOCC2)cc1)NCCCn1ccc2ccccc21 | 6.8 | 1.6 | -2.3
C=CCCC(=O)Nc1c(OC(=O)N(CC)CC)ccc2c1ccn2CCOCC | 1.1 | -2.7 | 0.9
Next structures follow.
SMILES | hcGAS lum | mcGAS inh | NPYLR7 ag
CC(C)n1c(=O)c2ccccc2n(CC(=O)NCc2ccco2)c1=O | -4.8 | -11.1 | .
Cc1cccc2c1C(=O)NC1(CCN(Cc3ccco3)CC1)N2 | -8.3 | -6.2 | 5.2
CCCN(C(=O)Cn1c(=O)c2c(ncn2C)n(C)c1=O)C1CCS(=O)(=O)C1 (stereo not given) | 2.9 | -1.2 | 1.5
COc1ccc(NC(=O)c2snnc2C)cc1NC(=O)c1ccccc1 | 0.4 | 0.0 | 2.3
CC(C)CN(Cc1cccn1Cc1ccccc1Cl)C(=O)CN(CC(C)C)C(=O)c1ccc(-c2ccccc2)cc1 | -3.5 | -6.0 | 3.3
C=CCNC(=O)Cn1nnc(C(NC(=O)c2ccccc2)C2CC2)n1 (stereo not given) | -0.1 | . | -2.6
COc1cccc(C(=O)N(Cc2c(-c3ccc(F)cc3)noc2N2CCN(C)CC2)CC2CCCO2)c1 (stereo not given) | -3.8 | -5.3 | 8.1
COC(=O)c1ccc(CSc2ncnc3c2nnn3Cc2ccc(Cl)cc2)o1 | -5.5 | -8.4 | 11.7
Cc1cc(C)n(C(C)CNS(=O)(=O)c2ccc(C)c(C)c2)n1 (stereo not given) | -6.9 | . | 3.5
C=CCSc1ccccc1NS(=O)(=O)c1c(C)noc1C | -4.8 | -6.7 | 0.4
Cc1nnnn1-c1ccc(F)c(NS(=O)(=O)c2ccccc2Br)c1 | -6.0 | -15.8 | 0.7
CCCc1nnc(NCc2ccc(Cl)cc2)s1 | -5.8 | . | 6.7
CCOC(=O)c1cc(-c2ccc(N3CCN(C(=O)c4ccc(C#N)cc4)CC3)cc2)n(-c2cccc(F)c2)n1 | -8.2 | -8.6 | 22.4
COc1cccc(NC(=O)Cn2cc(OC)c(=O)cc2CN2CCN(c3ccccc3)CC2)c1 | -2.3 | -2.2 | 1.5
O=S(=O)(Oc1cccc(CN(Cc2ccco2)S(=O)(=O)c2ccc(F)cc2)c1)c1cccc(C(F)(F)F)c1 | -10.1 | -4.8 | 0.2
CCC(C)NC(=O)COC(=O)c1cccc(Br)c1 (stereo not given) | -3.6 | . | -1.7
COc1cc(-c2nc(C(N)=O)cs2)cc(OC)c1OC | -3.6 | -12.2 | -4.8
O=C(CCOc1ccc(Cl)cc1)N1CCOC(Cc2ccccc2)C1 (stereo not given) | -5.1 | . | 7.6
CC(C(=O)NCc1ccccc1-n1ccnc1)n1cc(Cl)cn1 (stereo not given) | -4.6 | . | 3.2
CCN1CCN(c2ccccc2NS(=O)(=O)Cc2ccccc2)CC1 | -7.7 | -15.8 | 0.3
COCCCN(CC(=O)N1CCc2sccc2C1c1ccccc1C)C(=O)CSc1ccccc1 (stereo not given) | -2.1 | -2.4 | 14.8
Nc1ccc(S(=O)(=O)N2CCOCC2)cc1 | -9.9&6.2 | -4.5&0.3 | 4.2&9.0

As a short view, 2 of the compounds above:
SMILES | hcGAS lum | mcGAS inh | NPYLR7 ag
Cc1nc(CN2CCN(c3ncnc4ccccc34)CC2)c2ccccn12 | -6.3 | . | 0.4
CCc1nc2c(OCC(=O)c3ccc(Cl)cc3Cl)cccn2c1N(C=O)Cc1ccccc1 | -4.7 | -6.8 | -3.7
